# Diaphorase act = diaphorase activation or chemical reduction counter-screen. Diaphorase/resazurin coupled assay, resorufin fluorescence, 16 min; hits give high values; 1 = vehicle wells, 0 = NADH-free wells. activation factor at 20 µM. hit rate 0.005% among 190,000. AID 1229;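 active = diaphorase activity raised at least twofold by the compound at 20 µM; inactive = activation factor below 2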
#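 Measured by – red resorufin fluorescence at 544/590 nm excitation/emission · Test system – Clostridium kluyveri diaphorase, purified enzyme · Incubation – reaction time 16 min, room temperature · Buffer or medium – 50 mM HEPES pH 7.4 with 4.542 mM MgCl2, 0.005% Tween 20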
# TLR4-MyD88 BLA = TLR4-MyD88 interaction inhibition in cells | O00206+Q99836 | HeLa CL3-4 TLR4/MyD88 BLA complementation, FRET ratio | inhibition, % at 8.4 µM | hit rate 0.18% among 200,000; in the data active = inhibition above about 25%;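 note: 0% = vehicle and 100% = reference inhibitor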
# Target sequence (O00206 whole entry, looked up): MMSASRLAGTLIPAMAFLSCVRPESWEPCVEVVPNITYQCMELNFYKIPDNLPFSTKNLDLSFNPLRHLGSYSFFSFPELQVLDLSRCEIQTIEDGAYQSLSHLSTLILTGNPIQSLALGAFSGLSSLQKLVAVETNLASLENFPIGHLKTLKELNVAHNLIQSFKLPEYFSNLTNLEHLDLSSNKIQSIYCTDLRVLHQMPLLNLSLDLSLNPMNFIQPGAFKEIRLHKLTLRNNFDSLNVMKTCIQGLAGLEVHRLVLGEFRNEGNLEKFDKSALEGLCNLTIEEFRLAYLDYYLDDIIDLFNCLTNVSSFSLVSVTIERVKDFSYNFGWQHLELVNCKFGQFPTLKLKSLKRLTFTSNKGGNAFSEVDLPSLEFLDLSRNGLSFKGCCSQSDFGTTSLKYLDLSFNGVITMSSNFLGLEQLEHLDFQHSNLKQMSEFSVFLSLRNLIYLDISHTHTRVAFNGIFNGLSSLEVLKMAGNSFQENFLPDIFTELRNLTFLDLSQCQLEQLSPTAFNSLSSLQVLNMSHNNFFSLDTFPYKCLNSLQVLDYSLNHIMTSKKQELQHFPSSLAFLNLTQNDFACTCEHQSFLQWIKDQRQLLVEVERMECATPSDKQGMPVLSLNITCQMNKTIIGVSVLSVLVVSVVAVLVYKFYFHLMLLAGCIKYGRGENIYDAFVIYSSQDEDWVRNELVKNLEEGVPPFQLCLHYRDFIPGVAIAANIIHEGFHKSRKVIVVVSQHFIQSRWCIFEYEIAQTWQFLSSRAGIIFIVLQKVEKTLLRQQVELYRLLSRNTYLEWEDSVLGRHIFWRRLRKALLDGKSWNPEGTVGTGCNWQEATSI
# Target sequence (Q99836 whole entry, looked up): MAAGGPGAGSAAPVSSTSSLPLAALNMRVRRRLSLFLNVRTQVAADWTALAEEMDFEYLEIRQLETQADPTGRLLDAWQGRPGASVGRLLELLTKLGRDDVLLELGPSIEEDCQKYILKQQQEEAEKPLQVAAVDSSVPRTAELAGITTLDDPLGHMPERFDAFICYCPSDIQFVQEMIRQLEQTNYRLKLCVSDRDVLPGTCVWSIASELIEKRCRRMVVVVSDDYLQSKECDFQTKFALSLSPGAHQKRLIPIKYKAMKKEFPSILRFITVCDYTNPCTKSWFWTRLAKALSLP
# STAT1 act = STAT1 signaling activation; activation (% of control), % at 5.5 µM; AID 932; hit rate 2.6% among 200,000; NIH 3T3 STAT1-luciferase reporter, IFN-gamma, luminescence; 100% = IFN-gamma alone, no compound;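 active = activation above the screen-wide mean activation plus 3 SD, cut at about 130% in these data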;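 note: raw ratio to IFN-gamma control signal so 100% means no change and 0% no light; values of inactives mirror those of a sister screen read the other way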
# APP 5UTR inh = APP translation inhibition. SH-SY5Y APP 5'UTR-luciferase reporter, luminescence. inhibition, % at 2 µM. hit rate 0.82% among 190,000. AID 1285;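 active = inhibition above a set limit, derived from the sample mean plus 3 SD, cut at about 45% in these data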; note: values of inactives mirror those of a sister screen read the other way
# FLuc act counter = affects firefly luciferase, flagging false hits in luciferase stimulation screens | activation factor at 10 µM | ATPlite luciferase biochemical, luminescence, 10 min; 0 = ATP-free wells, 1 = DMSO control | 200,000 tested, under 10 active | AID 1027 | P08659;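 active = luciferase activation factor, scaled between plate controls, of at least 2 with compound at 10 µM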
#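 System: cell-free luciferase reagent; medium: PBS as buffer for the ATP substrate; doses: test compounds dosed from 2 mM stocks in 100% DMSO; incubation: 10 min, room temperature; measured by: luminescence from luciferase reaction; read-out: luciferase activation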
# FLuc inh counter = Photinus pyralis luciferase inhibition counter-screen. P08659. ATPLite firefly luciferase biochemical luminescence, 10 min. inhibition, % at 10 µM. hit rate 1.5% among 200,000. AID 1006;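 active = inhibition above about 50% when tested at 10 µM, limit read from the data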
# APP 5'UTR act = APP 5'UTR luciferase reporter activation; SH-SY5Y APP 5'UTR luciferase reporter, luminescence; zero percent = DMSO vehicle wells; activation, % at 2 µM; hit rate 1% among 190,000; AID 1276;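 active = activation above a set limit, based on mean plus 3 SD of controls, cut at about 140% in these data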; note: values of inactives mirror those of a sister screen read the other way
# G6PDH CS = L. mesenteroides G6PDH inhibition counter-screen; Purified L. mesenteroides G6PDH, diaphorase/resazurin coupled fluorescence, 45 min; inhibition, % at 5 µM; hit rate 0.12% among 200,000; AID 1020; in the data active = inhibition above about 50%
# NF-kB expr up = compounds increasing NF-kB expression in human neuronal cells; fold change at 12.5 µM; hit rate 1.6% among 190,000; AID 1239; NF-kB reporter expression; hits give high values; in the data active = fold change above about 3.3
# Diaphorase inh = inhibits diaphorase or chemically oxidizes, flagging diaphorase assay artifacts; diaphorase resazurin-to-resorufin fluorescence, NADH, 16 min; bacterial (C. kluyveri) enzyme, not human; inhibition, % at 20 µM; hit rate 0.69% among 190,000;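 active = primary screen inhibition at 20 µM above a set limit, cut at about 50% in these data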;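 note: plate controls were DMSO with full reaction for no effect and wells lacking NADH for full effect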
#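 Assay system – diaphorase enzyme from Clostridium kluyveri · Amount – diaphorase 0.14 U/mL (working solution) · Times – reaction incubation of 16 min at room temperature · Controls – No-NADH positive control and DMSO neutral control · Signal – resorufin fluorescence 544/590 nm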
# Active calls of the source: *; . = not tested or not shown. Rows are unselected; overall some 5.6% were active at least once.
SMILES | Diaphorase act | TLR4-MyD88 BLA | STAT1 act | APP 5UTR inh | FLuc act counter | FLuc inh counter | APP 5'UTR act | G6PDH CS | NF-kB expr up | Diaphorase inh
COc1cc(CNC(=O)c2nc(Cn3nc(C)c(Br)c3C)no2)cc(OC)c1 | 0.9 | 3 | 99 | 6 | 1 | -1 | -6 | 12 | 0.82 | 13
COC(=O)c1cccc(N2C(=O)C(Cl)=C(N3CCOCC3)C2=O)c1 | 0.9 | 5 | 94 | 2 | 1 | 2 | -2 | 5 | 1.1 | 9
O=C(N/N=C/c1ccccc1)c1[nH]ncc1Br | 1 | -1 | 130* | -19 | 0.3 | 70* | 19 | 6 | 2.5 | 1
CC1=CC(C)(C)N(C(=O)CCl)c2cc(C)ccc21 | 0.9 | -7 | 87 | -13 | 1.1 | -7 | 13 | 7 | 1.1 | 10
COc1ccc2c(CCNC(=O)c3ccc([N+](=O)[O-])cc3)c[nH]c2c1 | 0.9 | -12 | 106 | -18 | 1.1 | -6 | 18 | 10 | 1.1 | 9
O=C(CN(c1ccccc1)S(=O)(=O)c1ccc(F)cc1)N1CCCCCC1 | 0.9 | 1 | 104 | 3 | 1.1 | -9 | -3 | 3 | 1.2 | 5
COC(=O)c1cc(Br)c(=O)n(Cc2ccc3c(c2)OCO3)c1 | 1 | 0 | 99 | 11 | 1.1 | -5 | -11 | 3 | 1.2 | -3
Cc1ccc2c(c1)[C@H]1OCC[C@H]1[C@@H](c1ccncc1)N2 | 0.8 | 13 | 104 | -5 | 1 | -2 | 5 | 8 | 1.5 | 18
N=c1oc2ccc3ccccc3c2cc1-c1nc(-c2ccccc2)cs1 | 0.8 | -1 | 94 | -10 | 1 | 3 | 10 | -1 | 1.1 | 16
COc1ccc(C(=O)OCn2nnc3ccccc3c2=O)cc1 | 0.9 | -9 | 92 | 5 | 1 | -1 | -5 | 7 | 0.99 | 7
CCN(CC)C(=O)c1ccc(O)c(OC)c1 | 0.9 | 6 | 98 | -1 | 1 | -4 | 1 | 7 | 1.2 | 8
COc1ccc(NC(=O)CSc2ccccc2)c(OC)c1 | 1.1 | 14 | 123 | -35 | 1 | -1 | . | 9 | 2.3 | -11
Cc1c(CCOC(=O)C2C3CC4CC(C3)CC2C4)sc[n+]1CC(=O)c1ccc(Br)cc1 (stereo not drawn) | 1.1 | 21 | 100 | -11 | 1.1 | -9 | 11 | -1 | 1 | -10
CC(C)CNC(=O)C(=O)NNC(=O)C1CCCCC1 | 1 | -5 | 99 | 7 | 1 | -2 | -7 | 6 | 1.2 | 5
CCC(=O)N(CC)Cc1cc(=O)[nH]c2ccccc12 | 1 | -5 | 98 | 5 | 1.1 | -8 | -5 | 0 | 1.2 | 1
CS(=O)(=O)N1CCN(S(=O)(=O)c2ccccc2[N+](=O)[O-])CC1 | 0.9 | 5 | 98 | -6 | 1.1 | -5 | 6 | 10 | 1.1 | 14
O=C(Nc1cccc(NC(=O)c2ncn[nH]2)c1)c1cccc(Cl)c1 | 1 | 5 | 98 | 18 | 1 | -2 | -18 | 5 | 1.1 | 0
CN(C(=O)CSc1nnc(-c2ccccc2)o1)c1c(N)n(Cc2ccccc2)c(=O)[nH]c1=O | 1.1 | 3 | 94 | 3 | 1 | 5 | -3 | -2 | 1.4 | -6
CCCNC(=O)Cc1c(OC)ccc2cc(Br)ccc12 | 1.1 | -2 | 102 | 3 | 1 | 2 | -3 | -3 | 1 | -11
O=C(CSCC(=O)N1CCOCC1)Nc1nc(-c2ccc3c(c2)OCO3)cs1 | 0.9 | -3 | 111 | -32 | 0.9 | 6 | 32 | 2 | 2 | 11
COC(=O)Nc1nnc(Cc2ccc(OC)cc2)s1 | 0.9 | -6 | 96 | -11 | 1.1 | -6 | 11 | -2 | 1.6 | 12
COC(=O)CNC(=O)c1cccc(F)c1 | 0.9 | -3 | 107 | 0 | 1.1 | -7 | 0 | 6 | 1.2 | 9
Clc1cccc(-c2nnc3sc(-c4ccc5c(c4)OCO5)nn23)c1 | 0.9 | . | . | . | 1.1 | -5 | . | 6 | . | 6
CC(=O)Nc1ccc(NC(=O)C(C)n2c3ccccc3c3nc(=O)cc(C)n32)cc1 (stereo not drawn) | 1 | -4 | 105 | 9 | 1.1 | -8 | -9 | -2 | 1.2 | 0
O=C(O)Cc1ccc(NS(=O)(=O)c2ccccc2Br)cc1 | 1 | -14 | 107 | -16 | 1 | -4 | 16 | 6 | 1.3 | 5
CCNC(=O)C(=O)NCc1ccncc1 | 1 | 2 | 95 | -13 | 1 | -5 | 13 | 11 | 1.1 | -1
CCc1cc(OCCN2C(=O)NC(C)(C)C2=O)ccc1Cl | 0.9 | -5 | 100 | 2 | 1.1 | -7 | -2 | 8 | 1.2 | 10
CCOc1ccc(OCC)c(NS(=O)(=O)c2ccc3c(c2)CCN3C(=O)C2CCC2)c1 | 0.9 | -4 | 95 | -1 | 1 | -4 | 1 | 11 | 0.91 | 7
Cc1cccc(NC(=S)N(CCN(C)C)Cc2cc3cc(C)cc(C)c3[nH]c2=O)c1 | 1 | -3 | 108 | -10 | 1 | -3 | 10 | -25 | 1.2 | 4
Cc1cccc(-n2nc([N+](=O)[O-])c(=NC3CCN(Cc4ccccc4)CC3)n2O)c1 | 1 | 2 | 96 | 14 | 1.1 | -9 | -14 | 5 | 1.2 | -1
COc1ccc(-c2csc(NC(=O)Cn3nc(C)cc3C)n2)cc1 | 0.9 | -6 | 99 | -8 | 1 | -4 | 8 | 5 | 1.3 | 10
NC12CC3CC(C1)CC(O)(C3)C2 | 0.9 | -4 | 94 | 0 | 1 | -2 | 0 | 0 | 1 | 5
COc1ccc(NC(=S)Nc2ccc3nccnc3c2)cc1 | 0.3 | -13 | 153* | -24 | 0.9 | 13 | 24 | 15 | 0.98 | 65*
O=C(OC1CCCCC1)c1ccc2c(c1)C1C=CCC1C(C(=O)O)N2 (stereo not drawn) | 0.5 | 11 | 101 | -1 | 1 | -1 | 1 | -7 | 0.92 | 47
CCCC(=O)Nc1c(C(=O)OCC)[nH]c2ccccc12 | 1 | -5 | 90 | 2 | 1 | 1 | -2 | 29 | 1 | 4
CCCN(c1ccc(C(C)C)cc1)S(=O)(=O)c1c(C)noc1C | 0.9 | 8 | 94 | -13 | 1 | -5 | 13 | 7 | 0.92 | 6
CCOc1cccc(CN2CCCC(C(=O)c3cccc(C(F)(F)F)c3)C2)c1O (stereo not drawn) | 0.7 | 5 | 94 | 5 | 1.1 | -7 | -5 | 15 | 0.91 | 26
CC1=C(C(=O)N2CCOCC2)C(c2ccc(O)cc2)NC(=S)N1 (stereo not drawn) | 1 | 0 | 92 | -8 | 1 | -4 | 8 | 4 | 1.1 | 3
O=P(Cc1ccccc1O)(c1ccccc1)c1ccccc1 | 0.9 | 8 | 94 | 1 | 1 | -3 | -1 | -6 | 1.1 | 7
Cc1cnc(C(=O)OCC(=O)Nc2cc(Cl)cc(Cl)c2)cn1 | 0.9 | -1 | 96 | 1 | 1 | -4 | -1 | -4 | 1.1 | 15
[O-]/[N+](=C\c1cccc(Br)c1)c1ccccc1 | 1 | -4 | 104 | 17 | 0.7 | 28 | -17 | 3 | 1.1 | -3
COn1c(SCc2cccc(Cl)c2)nc2ccccc2c1=O | 0.8 | -11 | 92 | 3 | 1.1 | -6 | -3 | -6 | 0.86 | 21
COc1cccc(C2CC(c3cccc(C)c3)n3ncnc3N2)c1 (stereo not drawn) | 0.9 | 10 | 96 | 8 | 1 | -3 | -8 | -6 | 1.2 | 11
O=C(CN1CCOCC1)OCCCc1ccccc1 | 1 | 1 | 95 | 1 | 1 | 0 | -1 | -3 | 1.1 | -1
COc1ccccc1CNC(=O)c1ccc(OC(F)F)c(OC)c1 | 0.9 | 3 | 102 | -16 | 1 | 1 | 16 | -4 | 1.1 | 6
Cc1c(-c2nc(N)nc(Nc3ccccc3F)n2)oc2ccccc12 | 1 | 4 | 198* | -176 | 1 | 5 | 176* | 3 | 5.8* | -2
Cc1cc(C)c(-c2csc(Cc3nc(-c4cc5ccccc5oc4=O)cs3)n2)cc1C | 0.9 | 5 | 96 | -4 | 1 | -5 | 4 | -8 | 0.87 | 7
Brc1ccc(CSc2nnc(-c3cnccn3)n2Cc2ccco2)cc1 | 0.8 | 5 | 87 | 5 | 1.1 | -6 | -5 | -10 | 0.98 | 20
O=C(CSc1nc2ncc(Cl)cc2[nH]1)NC1CCS(=O)(=O)C1 (stereo not drawn) | 1 | 12 | 106 | -18 | 1 | 4 | 18 | 4 | 1 | -4
COc1cccc(-c2cc(C(=O)N3CC4(C)CC3CC(C)(C)C4)no2)c1 (stereo not drawn) | 0.7 | -6 | 96 | -8 | 1.1 | -8 | 8 | 4 | 0.95 | 32
Cc1cc2c(cc(C(=O)OCC(=O)NCc3cccs3)n2C(C)C)o1 | 0.8 | 0 | 109 | 75* | 1.1 | -6 | -75 | -25 | 1.5 | 18
COc1cccc(C(O)c2nc3ccccc3n2C(C)C)c1 (stereo not drawn) | 0.9 | 1 | 99 | -10 | 1.1 | -5 | 10 | -3 | 0.94 | 11
Cc1[nH]c2c(C)cccc2c1CCNC(=O)C1CCCCC1C(=O)OCC(F)(F)F (stereo not drawn) | 0.8 | 2 | 105 | 13 | 1.1 | -6 | -13 | -5 | 0.9 | 21
CCSc1nnc(NC(=O)CSc2nnc(C)c(=O)n2N)s1 | 1.1 | -31 | 100 | -11 | 1 | -1 | 11 | 5 | 1.3 | -9
CSc1nc2[nH]ncc2c(=O)[nH]1 | 0.9 | -15 | 101 | -9 | 1.1 | -5 | 9 | 4 | 1.1 | 10
Cc1ccc(-n2c(C)nc3c(cnn3-c3ccc(F)cc3)c2=O)cc1C | 0.9 | -3 | 100 | -4 | 1.1 | -7 | 4 | 10 | 0.93 | 12
O=C(O)CSc1nccc2ccccc12 | 0.8 | -10 | 103 | 3 | 1 | -2 | -3 | 7 | 1 | 17
C=CCn1c(C)cc(C(=O)CSc2nnc(-c3cccc(S(=O)(=O)N(CC)CC)c3)o2)c1C | 0.8 | 7 | 103 | -23 | 1 | -2 | 23 | 0 | 0.6 | 23

# Compound activity: PubChem BioAssay, several laboratories
